Lamin A splicing: modulators of lamin A splicing; HeLa LMNA splicing GFP/RFP minigene ratio, 48 h; actives 0.01% (n = 200,000); AID 1487; Potency, µM (top dose mostly 46.1 µM), for the others: top-dose ratio change, negative = inhibition, hits mostly inhibitors; active means well fitted inhibition curve with a large enough effect in the signal ratio, with a control signal flat, not every such curve was filed as active; inconclusive means small, poorly fitted or top-dose-only effect, or effect the other way, or a change in a side signal; the % refers to the signal ratio; further: potency means the concentration at half of the fitted maximal effect; on the % scale 0 is the no-effect control and ±100 the full control effect
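S3 HeLa cells stably expressing lamin A-EGFP splicing minigene plus DsRed2, 600 cells/well, 48 h compound exposure at 37C. Laser-scanning cytometry; analysed as GFP (500-530 nm)/RFP (575-640 nm) total intensity ratio; 0.5% DMSO vehicle.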
CBFb RUNX1 block: CBF-beta/RUNX1 interaction disruption; 230,000 tested, under 10 active; Q01196+Q13951; AlphaScreen CBFb-His/RUNX1-biotin binding, biochemical; Potency, µM (highest dose often 59.8 µM), for the others: at the top dose activity, negative = inhibition, actives largely listed as inhibitors; further: % of control where 0% means no effect
Target sequence (Q01196 whole entry, looked up): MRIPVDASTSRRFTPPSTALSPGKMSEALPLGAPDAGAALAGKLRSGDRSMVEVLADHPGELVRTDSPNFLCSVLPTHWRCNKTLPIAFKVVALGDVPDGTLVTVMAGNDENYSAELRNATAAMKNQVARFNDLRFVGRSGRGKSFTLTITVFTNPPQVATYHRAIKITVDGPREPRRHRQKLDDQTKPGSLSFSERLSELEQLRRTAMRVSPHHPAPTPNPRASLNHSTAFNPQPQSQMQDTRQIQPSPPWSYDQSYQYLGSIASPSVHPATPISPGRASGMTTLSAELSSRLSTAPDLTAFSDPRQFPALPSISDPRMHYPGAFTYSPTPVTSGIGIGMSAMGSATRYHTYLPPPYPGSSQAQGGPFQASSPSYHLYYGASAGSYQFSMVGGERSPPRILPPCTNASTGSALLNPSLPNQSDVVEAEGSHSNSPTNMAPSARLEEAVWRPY
Target sequence (Q13951 whole entry, looked up): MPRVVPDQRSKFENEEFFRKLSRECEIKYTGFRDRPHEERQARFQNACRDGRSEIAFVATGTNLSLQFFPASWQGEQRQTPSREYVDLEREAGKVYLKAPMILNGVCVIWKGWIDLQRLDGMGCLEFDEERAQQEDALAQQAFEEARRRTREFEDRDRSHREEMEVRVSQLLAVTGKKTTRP
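Room-temperature protein-protein interaction test with 30 nM each of His-tagged CBF-beta and biotinylated RUNX1, 15 min with compound, then 90 min with nickel plus streptavidin beads. Signal read in AlphaScreen mode.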
IMPase Li cell: cell-permeable IMPase inhibitors with lithium potentiation; actives 0.35% (n = 210,000); Potency, µM (top dose mostly 59.4 µM), inactives show top-dose activity, negative = IMPase inhibition, hits mostly inhibitors; CHO-M1 cells, IP1 TR-FRET (IP-One), carbachol + lithium; AID 1457;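 further: IP1 builds up when IMPase is blocked and the TR-FRET signal falls; potency means the concentration at half of the fitted maximal effect; plate controls were basal vehicle for no effect and high inhibitor control for full effect; nearly all actives have a fitted effect of over 50% in size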
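CHO cells stably expressing M1 receptor (2000/well) were cultured 16–30 h, then exposed to compounds with a small lithium addition for 30 min at 37C. IP1 was measured by TR-FRET competition; AC50 from Hill fits.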
Luc counter: Kinase-Glo luciferase inhibition (counter-screen) | AID 1379 | Q27757 | actives 0.28% (n = 200,000) | Kinase-Glo luciferase, ATP luminescence, 8 min | Potency, µM (highest dose often 38.3 µM), for inactives: top-dose activity change, negative = inhibition, usual class: inhibitors; further: potency means the concentration at half of the fitted maximal effect; on the % scale 0 is the no-effect control and ±100 the full control effect; nearly all actives have a fitted effect of over 60% in size
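Compound is pinned into ATP-containing buffer (10 uM ATP, imidazole pH 7.2, 7 mM MgCl2). Kinase-Glo luciferase reagent is then added. Light output is recorded following an 8-min room-temperature incubation.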
HTT ATP protect: Huntington cell model cytoprotection by ATP luminescence. PC12 HTT-Q103 induced, cytoprotection, ATP luminescence, 40 h. Potency, µM (series often up to 56.4 µM), for the others: cytoprotection (ATP increase), most hits filed as activators. actives 0.14% (n = 230,000). AID 1471;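 further: potency means the concentration at half of the fitted maximal effect; % of control where 0% means no effect; nearly all actives have a fitted effect of over 45% in size; toxic huntingtin expression switched on by the ecdysone agonist tebufenozide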
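PC12 cells with ecdysone-inducible HTT exon 1 Q103-GFP, induced with 100 nM tebufenozide and co-treated with library compounds in a dose series (1536-well, 1500 cells/well). Cytoprotection read as ATP content by ATPlite luminescence.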
HTT aggregate: reduces HttQ103-GFP aggregates in PC12 cells; actives 1.1% (n = 220,000); AID 1688; PC12 HttQ103-GFP aggregates, Acumen cytometry, 40 h; Potency, µM (series often up to 46.1 µM), without a hit: at the top dose activity change, negative = inhibition, hits mostly inhibitors; further: potency means the concentration at half of the fitted maximal effect; on the % scale 0 is the no-effect control and ±100 the full control effect; nearly all actives have a fitted effect of over 60% in size
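Steps: seed 1500 PC12 HTTQ103-GFP cells/well; add tebufenozide, 100 nM final; add compound titration; add ATPLite reagent; quantify GFP aggregates by laser scanning cytometry.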
SMN2 splice up: enhancers of SMN2 splice variant expression; Potency, µM (highest dose often 46.1 µM), for the others: top-dose activity change, positive = activation, actives largely listed as activators; AID 1458; actives 2.8% (n = 210,000); HEK293 SMN2-luciferase splicing reporter, luminescence, 30-36 h; further: potency means the concentration at half of the fitted maximal effect; % of control where 0% means no effect; nearly all actives have a fitted effect of over 55% in size
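qHTS luciferase splicing reporter: luminescence rises when SMN2 exon 7 is included in transfected HEK293 cells. Compound exposure lasted 30-36 h at 37C, with 4.5 mM final sodium butyrate as control, followed by a ONE-Glo read.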
Active calls of the source: *; ? = inconclusive; nt = no result given; & = joins results of further samples; [ ] = dose if it differs, or a comment. Unless noted, the call rests on the fitted dose curve; in most records, active means well fitted curve in the direction sought with a large enough effect; inconclusive means small, poorly fitted or top-dose-only effect, or another doubt; inactive means no such curve, though single readings can be large; an effect the other way counts as inactive or inconclusive.

SMILES	Lamin A splicing	CBFb RUNX1 block	IMPase Li cell	Luc counter	HTT ATP protect	HTT aggregate	SMN2 splice up
COc1ccc(C(=O)NNC(=O)c2ccc(S(=O)(=O)N3CCOCC3)cc2)cc1	4%[46 µM]	6%	3%	-1%	4%	6%	-8%
CC(CCc1ccccc1)NC(=O)CCN1N=C(c2ccccc2)CCC1=O (stereo not given)	nt	-2%	9%	-3%	-28%	-3%	-23%
COc1ccc(N2C(=O)C(Cl)=C(Nc3ccccc3O)C2=O)cc1	-20%	-12%	-11%[38.3 µM]	-4%	?	?	-30%[inhibitor]
COC(=O)c1ccccc1N(Cc1ccccc1)S(C)(=O)=O	6%	1%	3%[38.3 µM]	-1%	-2%	12%[9.22 µM]	-6%
CCOC(=O)CSc1nnc(CNC(=O)c2ccc(OC)cc2)n1Cc1ccccc1	8%	4%	7%[38.3 µM]	1%	6%	-15%	6%
Cc1csc(OCC(=O)Nc2ccc(C)c(C)c2)n1	?	12%	2%[38.3 µM]	-7%	-8%	-9%	-7%
c1csc(-c2csc(-c3cccs3)n2)c1	9%	?	-9%[38.3 µM]	-2%	6%	17%	3%
COCCN1C(=O)c2ccccc2C(C(=O)NCc2ccco2)C1c1c[nH]c2ccccc12 (stereo not given)	-3%	2%	5%[38.3 µM]	8%	-16%	10%	-10%
O=C1N=C(N2CCCC2)S/C1=C\c1ccccc1	-9%	13%	15%	-1%	-1%[10 µM]	7%	-4%
O=S(=O)(CCN1C=CC(C(F)(F)F)=NCC1)c1ccc(F)cc1	nt	4%	nt	nt	8%[10 µM]	-15%[9.22 µM]	nt
CC(C)(C)C(=O)Nc1nc(C2CCCN2S(=O)(=O)c2ccc(Cl)cc2)cs1 (stereo not given)	?	-2%	1%[38.3 µM]	-5%	-45%[inhibitor]	?	-11%
O=C(c1cccnc1)C1Cc2ccccc2C1=O (stereo not given)	nt	?	nt	nt	2%[10 µM]	2%[9.22 µM]	nt
COc1cc2nc(CN3CCOCC3)n(CC(=O)N3CCCCCC3)c(=O)c2cc1OC	nt	6%	nt	nt	4%[10 µM]	0%[9.22 µM]	nt
CC(C)Oc1ccc(C(=O)O)c(C(=O)O)c1	4%	7%	-5%[38.3 µM]	0%	-5%	-1%	-27%
CC(=O)c1c(C)nc2sc3c(=N)n(N)cnc3c2c1-c1ccc(Cl)cc1	?	2%	17%	1%	nt	?	5%
c1ccc(-c2ccnc3ncnn23)nc1	nt	5%	5%	-2%	-39%	-6%[9.22 µM]	-1%
CCOc1cc(/C=C2/C(=N)N3OC(C)=CC3=NC2=O)ccc1OC(=O)c1ccco1	0%[46 µM]	-5%	4%	9%	1%	26%	-21%
CCCCC(=O)Nc1sc(C(=O)N(CC)CC)c(C)c1C(=O)OC	-15%	8%	7%	2%	1%[10 µM]	5%	-15%
CC(C(=O)OCC(=O)Nc1ccc(S(=O)(=O)N2CCCCC2)cc1)N1C(=O)c2ccccc2C1=O (stereo not given)	8%	-8%	14%[38.3 µM]	0%	6%	-10%	8%
CCn1c(SCC(=O)c2ccc3ccccc3c2)nnc1-c1ccco1	-1%	-5%	17%[38.3 µM]	-4%	12%	33%	5%
O=C(NNC(=O)C1CC(c2cccs2)=NO1)NC1CCCCC1 (stereo not given)	nt	-1%	-4%	-4%	-38%[inhibitor][1.9 µM]	20%[9.22 µM]	-2%
Cn1c(Cn2c(=O)sc3ccccc32)nnc1SCC(=O)NCc1ccc2c(c1)OCO2	-6%	1%	7%	5%	0%[10 µM]	-1%	17%
COc1ccc2c(c1OC)C(=O)N(c1ccccc1)C2=O	13%[46 µM]	1%	13%	2%	6%[10 µM]	14%[9.22 µM]	nt
CC(C)C(=O)N1CCC(CN=Cc2c(O)n(C3CCCCC3)c(=O)n(C3CCCCC3)c2=O)CC1	10%	2%	1%[38.3 µM]	-1%	6%	5%[9.22 µM]	-9%
CN(C)S(=O)(=O)c1cccc(C(=O)OCC(=O)Nc2sccc2C(N)=O)c1	-6%	0%	nt	nt	8%[10 µM]	-1%	nt

Next part:
SMILES	Lamin A splicing	CBFb RUNX1 block	IMPase Li cell	Luc counter	HTT ATP protect	HTT aggregate	SMN2 splice up
COc1ccc(N2CCN(Cc3nc4c(c(=O)[nH]c(=O)n4C)n3CCCc3ccccc3)CC2)cc1	6%	-18%	-6%[38.3 µM]	1%	-25%	21%	8%
COc1ccc(C2CC(O)(c3ccccc3)Oc3cc(OC)cc(OC)c32)cc1 (stereo not given)	nt	-2%&-3%	nt	nt	-4%[10 µM]	3%[9.22 µM]	nt
CCOc1ccc(NC(=O)/C(C#N)=C/c2ccc(N3CCCC3)c(C)c2)cc1	?	5%	7%	2%	16%[10 µM]	-6%	-56%[inhibitor]
CC(c1ccccc1)n1cc(C(=O)NCCCn2ccnc2)nn1 (stereo not given)	-10%	-2%	2%	0%	30%[10 µM]	-9%	-9%
CS(=O)(=O)N(CCC#N)Cc1ccc(C=O)o1	20%[46 µM]	4%	-2%	-3%	0%[10 µM]	6%[9.22 µM]	nt
COc1ccc2c(c1)c1nc3ccccc3nc1n2Cc1ccc(OC(C)C)c(OC)c1	-8%	6%	5%	-1%	-20%[10 µM]	-27%	-5%
CCOc1cc(C2/C(=C(/O)c3ccc(OC(C)C)cc3)C(=O)C(=O)N2CCCOC)ccc1O (stereo not given)	1%	3%	3%[38.3 µM]	0%	-22%[0.074 µM]	1%	29%
COc1ccc([C@H]2[C@H](C(=O)C(C)(C)C)N3N=Cc4ccccc4C3[C@]23N=C(c2ccccc2)OC3=O)cc1 (stereo not given in full)	-7%	-1%	6%[38.3 µM]	0%	-26%	7%	4%
CCN(CCNC(=O)C1CCCN(Cc2nc(-c3ccc(OC)cc3)oc2C)C1)c1ccccc1 (stereo not given)	?	1%	42%[activator][38.3 µM]	-2%	-79%[inhibitor]	?	-33%[inhibitor]
CC(=O)c1cccc(NC(=O)N2C3CCC2CC(NC(=O)C2CC2)C3)c1 (stereo not given)	?	8%	-5%	-1%	11%[10 µM]	5%[9.22 µM]	nt
O=C(CCSc1nc2ccccc2s1)N/N=C/c1c(O)ccc2ccccc12	?	6%	0%	0%	-76%[inhibitor][10 µM]	?	-95%[inhibitor]
COc1cccc(-c2nc(CS(=O)(=O)CC(=O)NCCCOC(C)C)c(C)o2)c1	-3%	-4%	8%[38.3 µM]	1%	-15%	5%	-8%
Cc1cc(C)c(OCC(=O)N(Cc2ccc(N(C)C)cc2)C2CCS(=O)(=O)C2)c(C)c1 (stereo not given)	nt	-4%	nt	nt	27%[10 µM]	5%[9.22 µM]	nt
COc1ccc(CNC(=O)CSc2n[nH]c(C)c2[N+](=O)[O-])cc1	-9%	2%	-2%	0%	17%[10 µM]	2%	-5%[1.84 µM]
CCOC(=O)c1nn(C)c(C)c1Cl	0%	7%	1%	-2%	nt	9%	1%
CC1CCCN(C(=O)c2ccc(COc3ccccc3Br)cc2)C1 (stereo not given)	?	5%	46%[activator][38.3 µM]	-5%	2%	-27%	-15%
c1csc(CNc2ncncc2-c2ccc3c(c2)OCO3)c1	-1%	nt	15%	-7%	-14%	nt	-27%
C=CCOc1ccc(CNc2ccc(NC(=O)CCC)cc2)cc1OCC	-12%	-14%	4%	2%	6%[10 µM]	0%	-8%[1.84 µM]
Cn1cccc1C(=O)N1CCC2(CC1)CCN(c1ccc(-c3ccccc3)cc1)CC2	nt	nt	11%	-1%	18%	nt	-58%[inhibitor]
CCN(CC)CCCN1C(=O)C(O)=C(C(=O)c2ccco2)C1c1ccc(OC(C)C)cc1 (stereo not given)	4%	2%	nt	nt	-11%[0.074 µM]	5%	nt
CCc1ccc(C2=NN(CCC(=O)NC(C)c3ccc4c(c3)OCCO4)C(=O)CC2)cc1 (stereo not given)	nt	-2%	2%	-1%	7%	-14%	-15%
CN(C)CCc1cc2c(c3c1ccc1ccccc13)OCO2	nt	5%	-2%	1%	-77%[inhibitor]	nt	23%
O=C(Oc1ccc2c(=O)c(Cl)coc2c1)c1cccnc1	13%	0%	-26%[38.3 µM]	-2%	-5%	17%	-12%
O=C(Cn1cncn1)N/N=C/c1c2ccccc2cc2ccccc12	-13%	7%	13%[38.3 µM]	-1%	-18%	?	-19%
O=C1C=C(c2ccc(Cl)cc2)OC2(CCCC2)O1	8%	3%	-3%[38.3 µM]	0%	2%	24%	-12%

Further entries:
SMILES	Lamin A splicing	CBFb RUNX1 block	IMPase Li cell	Luc counter	HTT ATP protect	HTT aggregate	SMN2 splice up
O=C(CSc1nccn1-c1ccc(Cl)cc1)NCc1ccc2c(c1)OCO2	-7%	-11%	0%[38.3 µM]	-1%	-30%	0%	-24%
COc1ccc(C(=O)N/N=C(/C)c2ccc(N3CCCCC3)cc2)cc1	3%	-2%	-10%	-2%	nt	-5%	-5%
COC(=O)c1ccc(C2/C(=C(\O)c3cccc(OC)c3)C(=O)C(=O)N2CCCN2CCOCC2)cc1 (stereo not given)	-5%	-5%	-2%	0%	9%[10 µM]	-3%	2%
CCn1cc(S(=O)(=O)c2ccc(C)cc2)[nH]c1=O	nt	-1%	-2%	-1%	-25%	-9%	?
CCOC(=O)c1[nH]c2ccc(Br)cc2c1NC(=O)CCN1CCN(C(=O)OCC)CC1	?	0%	3%[38.3 µM]	-6%	-31%	9%	-10%
COc1ccc(Cc2nnc(Nc3c(C)cccc3C)o2)cc1OC	nt	9%	nt	nt	9%[10 µM]	25%[9.22 µM]	nt
CCC(=O)NC(Nc1sc2c(c1C(=O)OC)CCC2)C(Cl)(Cl)Cl (stereo not given)	?	-1%	19%	-2%	15%[10 µM]	-2%	-16%
COc1ccc(C(=O)N/N=C/c2ccc3cccc(OCc4ccccc4)c3n2)cc1	18%	-16%	-25%[38.3 µM]	1%	-33%	?	-2%

Complete entries as entered above.
O=C(CSc1nccn1-c1ccc(Cl)cc1)NCc1ccc2c(c1)OCO2 is listed with Lamin A splicing = -7%; CBFb RUNX1 block = -11%; IMPase Li cell = 0%[38.3 µM]; Luc counter = -1%; HTT ATP protect = -30%; HTT aggregate = 0%; SMN2 splice up = -24%
COc1ccc(Cc2nnc(Nc3c(C)cccc3C)o2)cc1OC is listed with Lamin A splicing = nt; CBFb RUNX1 block = 9%; IMPase Li cell = nt; Luc counter = nt; HTT ATP protect = 9%[10 µM]; HTT aggregate = 25%[9.22 µM]; SMN2 splice up = nt

Assay outcomes (PubChem BioAssay)

Compounds as they come. Share with any hit: about 4%.
